KDM5B inh: Primary screen for KDM5B Histone Demethylases FDH-coupled qHTS. Lysine-specific demethylase 5B (Homo sapiens), Q9UGL1. KDM5B demethylase, FDH-coupled NADH fluorescence (FDH is formaldehyde dehydrogenase). Potency, µM (titrated, usually from 57.7 µM), without a hit: at the highest dose activity change, negative = inhibition, most hits filed as inhibitors. actives 2.6% (n = 220,000). AID 1347165, 2019; active = well fitted inhibition curve with a large enough effect; inconclusive = small, poorly fitted or top-dose-only effect; inactive = no such curve, though single readings can be large or run the other way; also: 0% is about no effect; nearly all actives have a fitted effect of over 70% in size
Target sequence (Q9UGL1 whole entry, looked up): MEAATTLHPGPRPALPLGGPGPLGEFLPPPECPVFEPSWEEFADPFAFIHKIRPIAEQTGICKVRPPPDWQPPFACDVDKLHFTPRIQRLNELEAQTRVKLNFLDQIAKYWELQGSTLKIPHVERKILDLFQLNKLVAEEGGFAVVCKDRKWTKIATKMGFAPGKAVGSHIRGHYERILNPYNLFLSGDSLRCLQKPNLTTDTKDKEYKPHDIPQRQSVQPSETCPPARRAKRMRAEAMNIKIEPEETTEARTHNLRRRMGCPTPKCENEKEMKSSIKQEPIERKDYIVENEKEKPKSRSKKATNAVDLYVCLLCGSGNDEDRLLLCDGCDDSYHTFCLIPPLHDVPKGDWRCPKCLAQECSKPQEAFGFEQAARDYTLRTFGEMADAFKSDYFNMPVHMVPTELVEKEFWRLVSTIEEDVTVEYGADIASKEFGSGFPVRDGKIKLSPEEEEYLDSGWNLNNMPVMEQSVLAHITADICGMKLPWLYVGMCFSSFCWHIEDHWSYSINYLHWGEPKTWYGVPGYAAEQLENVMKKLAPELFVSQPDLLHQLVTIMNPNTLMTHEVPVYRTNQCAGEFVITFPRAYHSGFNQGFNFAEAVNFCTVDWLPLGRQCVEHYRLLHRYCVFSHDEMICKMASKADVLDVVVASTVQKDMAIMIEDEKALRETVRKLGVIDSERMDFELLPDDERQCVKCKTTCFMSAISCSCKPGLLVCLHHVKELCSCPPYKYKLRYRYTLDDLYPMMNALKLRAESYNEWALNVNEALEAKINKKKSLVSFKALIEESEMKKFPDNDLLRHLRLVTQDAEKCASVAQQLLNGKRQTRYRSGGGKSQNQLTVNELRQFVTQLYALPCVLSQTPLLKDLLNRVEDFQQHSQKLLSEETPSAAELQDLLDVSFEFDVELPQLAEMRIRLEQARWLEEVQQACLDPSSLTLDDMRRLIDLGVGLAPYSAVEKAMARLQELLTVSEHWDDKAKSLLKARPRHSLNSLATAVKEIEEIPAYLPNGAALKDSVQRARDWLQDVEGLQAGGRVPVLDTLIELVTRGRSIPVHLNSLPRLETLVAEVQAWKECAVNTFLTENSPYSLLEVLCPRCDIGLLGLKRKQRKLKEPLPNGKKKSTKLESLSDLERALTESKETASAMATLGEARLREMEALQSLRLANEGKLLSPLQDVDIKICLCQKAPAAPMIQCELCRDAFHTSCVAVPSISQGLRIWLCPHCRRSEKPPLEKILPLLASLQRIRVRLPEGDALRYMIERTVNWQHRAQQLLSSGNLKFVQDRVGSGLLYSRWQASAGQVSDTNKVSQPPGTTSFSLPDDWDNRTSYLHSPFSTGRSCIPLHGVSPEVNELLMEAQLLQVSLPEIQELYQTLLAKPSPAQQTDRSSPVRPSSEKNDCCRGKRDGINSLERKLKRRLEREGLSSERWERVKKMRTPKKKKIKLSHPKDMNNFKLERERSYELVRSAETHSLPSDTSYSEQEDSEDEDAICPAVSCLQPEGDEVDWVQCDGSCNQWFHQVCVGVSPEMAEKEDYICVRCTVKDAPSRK
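Here, H3K4me3 peptide (12.5 µM in substrate mix) is demethylated by KDM5BΔAP, 200 nM final, after 10 min compound exposure. Formaldehyde product is coupled through FDH (0.25 U/mL in mix) to NADH fluorescence; 30-min ΔRFU feeds dose-response curves.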
Starred values were filed as active, the others as inactive; u = inconclusive; [ ] = dose if it differs, or a comment. Potency is read from the fitted curve at half-maximal effect.

| no. | canonical_smiles | KDM5B inh |
| --- | --- | --- |
| 1 | COC1CCN(c2ccc(C(=O)NCCCn3ccnc3C(C)C)cn2)CC1 | -14% |
| 2 | O=C(NC1CCSc2ccccc21)c1cc(S(=O)(=O)N2CCOCC2)ccc1F (configuration not stated) | 0% |
| 3 | Cc1noc(C)c1S(=O)(=O)N1CCCN(c2nc3ncccc3o2)CC1 | u |
| 4 | CS(=O)(=O)N1CC2(CCN(Cc3c[nH]c4ccccc34)C2)Cc2ccccc21 (configuration not stated) | u |
| 5 | Cc1cc(SCC(=O)NC23CC4CC(CC(C4)C2)C3)nc2ccccc12 | -18% |
| 6 | COc1ccc(NC(=O)c2ccc(COc3ccccc3OC)o2)cc1OC | -8% |
| 7 | CCCCCCOc1ccccc1/C=N/N=C(N)N | -26% |
| 8 | CC(=O)N1c2ccccc2C(CBr)=CC1(C)C | -27% |
| 9 | CC(=O)NS(=O)(=O)c1ccc(NS(=O)(=O)c2ccccc2[N+](=O)[O-])cc1 | 29% |
| 10 | Cc1ccc(NC(=O)CN2C(=O)c3ccccc3Sc3ccc(C(=O)N4CCOCC4)cc32)c(Cl)c1 | -4% |
| 11 | CCN(CC)C(=O)Oc1ccc2c(=O)c(-c3ccccc3)c(C(F)(F)F)oc2c1 | 9% |
| 12 | CNC(=O)N1CCC(C2CCN(C(=O)c3cccn3C)C2)CC1 (configuration not stated) | -6% |
| 13 | CCOc1ccc(CC(=O)N2CCN(c3cc(-c4ccc(Cl)cc4)[nH]n3)CC2)cc1 | 16% |
| 14 | Cc1cccc(-c2nc3cc(NC(=O)c4ccccc4F)ccc3o2)c1 | 9% |
| 15 | CC(C)NC(=O)/C=C/c1ccc(F)c(Cl)c1 | -11% |
| 16 | CCOC(=O)c1[nH]ncc1CN1CCCC(Cc2ccc(F)cc2F)(C(=O)OCC)C1 (configuration not stated) | -3% |
| 17 | CCCCCC(=O)N1CCC(O)(c2csc(CN3CCN(C)CC3)n2)CC1 | -11%[86.2 µM] |
| 18 | CC(C)NC(=O)c1onc(-c2ccc(Cl)cc2)c1[C@H](C)O | 16%[86.2 µM] |
| 19 | O=S(=O)(NC1CCN(c2ncccn2)CC1)N1CCCCCC1 | u |
| 20 | COC(=O)N1CCCCC1C(=O)N1CCC2(CC1)c1nc[nH]c1CCN2C (configuration not stated) | -24% |
| 21 | CCOC(=O)CSC1=Nc2ccccc2C2=NC(CCC(=O)NCc3ccc(F)cc3)C(=O)N12 (configuration not stated) | u |
| 22 | CSc1cccc(N2CC(C(=O)N(Cc3nnc(-c4ccccc4Cl)o3)C3CC3)CC2=O)c1 (configuration not stated) | -2% |
| 23 | CCOc1ccc2c(c1)c(=O)c(S(=O)(=O)c1ccc(C)cc1)cn2CC(=O)Nc1ccc(C)cc1 | u |
| 24 | CCc1ccccc1NC(=O)Cn1c(=O)n(-c2ccc(C)c(C)c2)c(=O)c2oc3ccccc3c21 | -16% |
| 25 | CCOc1ccc(NC(=O)C2=Cc3sc4c(c3CS2)CCCC4)cc1 | -19% |
| 26 | CC(=O)N1CCC([C@@H]2CN(Cc3cc(F)c(F)c(F)c3)C[C@H]2CO)CC1 | -5% |
| 27 | CCC(=O)N(C1CCOCC1)C1CCN(S(=O)(=O)c2ccc(OC)cc2)CC1 | 9% |
| 28 | N#Cc1nc(-c2ccc([N+](=O)[O-])cc2)oc1NCCc1ccccc1 | 3% |
| 29 | CCN(C(=O)Cn1nc(-c2ccc(C)c(C)c2)ccc1=O)c1cccc(C)c1 | -7% |
| 30 | Nc1cccc2ncccc12 | -17% |
| 31 | CCc1ccccc1NC(=O)Cn1nc2c3cc(F)ccc3n(Cc3cccc(C)c3)cc-2c1=O | 7% |
| 32 | C/C(=N/O)c1ccc2c(c1)CCC(=O)N2 | u |
| 33 | NCC(=O)N1CCCC(N2CCN(c3cccc(C(F)(F)F)c3)CC2)C1 (configuration not stated) | -15% |
| 34 | Cc1ccccc1OCC(=O)N1CCc2nc3cc[nH]n3c(=O)c2C1 | u |
| 35 | CCN(Cc1cc2ccc(C)cc2[nH]c1=O)C(=O)c1ccc(C(C)(C)C)cc1 | -18% |
| 36 | Cc1ccc(-c2nc(CNC(=O)Nc3ccc(Cl)cc3)c(C)o2)cc1 | 20% |
| 37 | Cc1ccccc1NC(=O)c1ccc(CNS(=O)(=O)c2ccc3c(c2)C(C)(C)C(=O)N3C)cc1 | 2% |
| 38 | COC(=O)c1ccc(NC(=O)Cn2c(-c3nonc3N)nc3ccccc32)cc1 | -3% |
| 39 | CC(C1CCN(Cc2cn(C)nc2-c2cccc(Cl)c2)CC1)N1CCOCC1 (configuration not stated) | -3% |
| 40 | Cc1cc(Cn2cc3c4c(cccc42)[C@H](CC(C)C)N[C@H](C(=O)N2CCN(C)CC2)C3)no1 | u |
| 41 | Cc1ccc(-n2c(C3CCN(C(=O)c4n[nH]c5ccccc45)CC3)n[nH]c2=O)cc1 | 41% |
| 42 | COc1ccc(C(=O)N2CCC(n3cc(-c4nc(C(C)C)no4)nn3)CC2)cc1 | 3% |
| 43 | COc1ccc(NC(=O)c2c(OC)cc(=O)n3c2CCCC3)c(OC)c1 | -32% |
| 44 | CCc1ccc2oc(=O)cc(-c3oc4ccccc4c3NC(=O)C3CC3)c2c1 | -9% |
| 45 | O=C(CSc1nc2ccccc2nc1N1CCCC1)NCc1ccccc1 | u |
| 46 | Cc1cn2c(=O)c(S(=O)(=O)Nc3ccc(OC(F)(F)F)cc3)c(C)nc2s1 | u |
| 47 | COc1ccccc1CNc1nc2ccccc2nc1NS(=O)(=O)c1cccc2nsnc12 | 9% |
| 48 | COC(=O)C(C)N1C(=O)S/C(=C/c2ccccc2)C1=O (configuration not stated) | -28% |
| 49 | CCc1noc([C@@H]2CC(F)(F)CN2C(=O)COc2ccccc2)n1 | 7% |
| 50 | CC(C)(C)C(=O)Nc1ccc2nc(SCCOc3ccccc3Cl)sc2c1 | u |
| 51 | N#Cc1cccc(NC(=O)N2CCc3nc4cc[nH]n4c(=O)c3C2)c1 | u |
| 52 | O=c1n(-c2cccc(Cl)c2)nc2n1CCN([S+](=O)([O-])c1cccs1)C2 | u |
| 53 | COc1ccc(Nc2nc3ccc(C)cc3nc2-n2nc(C)cc2C)cc1Cl | -9% |
| 54 | CCOC(=O)N1CCC(NC(=O)c2cnn(-c3cccc(F)c3)c2-n2cccc2)CC1 | -22% |
| 55 | O=C(Nc1ccccc1-c1nc2ccccc2s1)c1cc(Cl)cc(Cl)c1 | -7% |
| 56 | COc1ccc(C2Cn3nnc(-c4nc(-c5cccc(Br)c5)no4)c3CO2)cc1 (configuration not stated) | -27% |
| 57 | Cc1cc(C)c(-c2csc(NC(=O)CN(C)CC(=O)Nc3cccc(C)c3C)n2)c(C)c1 | -11% |
| 58 | CN1CCN(c2ccc(-c3noc([C@@H]4CCCN4C4CCCCC4)n3)cn2)CC1 | u |
| 59 | CC(C)(C)C1CCC2(CC1)NC(=O)N(CC(=O)NCc1ccco1)C2=O (configuration not stated) | u |
| 60 | Cc1nnc(NC(=O)c2cc(S(=O)(=O)N(C)C)ccc2N2CCCC2)s1 | -8% |

(more compounds)
nr	mol	KDM5B inh
61	O=C(CSc1nnc(SCc2ccc(F)cc2)s1)Nc1ccc(C(=O)O)cc1	u
62	Fc1ccccc1-c1csc(-c2ccccc2)n1	6%
63	CC1CN=C(N(C(=S)Nc2ccccc2)c2cccc(C(F)(F)F)c2)S1 (configuration not stated)	8%
64	CC(C)Cc1ccc(C(=O)C2CCNCC2)cc1	5%
65	CC1CCC(C(C)C)C(OC(=O)COC(=O)c2cc(=O)c3ccccc3o2)C1 (configuration not stated)	29%
66	Cc1ccc(C)c(NC(=O)Cn2c(=O)n(Cc3ccco3)c(=O)c3ccc(C(=O)NC4CCCC4)cc32)c1	u
67	CC(C)CC(=O)N1CCCC(c2nc(C3CCOCC3)no2)C1 (configuration not stated)	u
68	CC(C)NC(=O)[C@@H](C)C1CC[C@@]2(C)CC[C@H](NC(=O)c3ccncc3)[C@@H](C)[C@@H]2[C@H]1O (some centres not stated)	1%[86.2 µM]
69	COc1ccccc1CN1CCC2(CC1)OC(=O)N(Cc1ccccc1F)C2(C)c1ccccc1 (configuration not stated)	-14%
70	CCn1ccc(C(=O)N2CCn3c(nnc3[C@@H]3C[C@@H](O)CN3Cc3ccccc3)C2)n1	9%
71	Cc1ccc(NC(=O)CSc2nc3nc(C)c(Cc4ccccc4)c(C)n3n2)cc1	-4%
72	CC(C)(O)CCc1cccc(C(=O)NCc2nc3ccccc3o2)c1	-21%
73	CCC(=O)c1c(N)cc(C)oc1=O	-4%
74	COc1ccc(NC(=O)O[C@@H]2CO[C@H]3[C@@H]2OC[C@@H]3NC(=S)Nc2ccc(Cl)cc2)cc1	-19%
75	CC(=O)c1c(C)nn(CC(=O)N2CCn3nc(Cc4ccccc4)cc3C2)c1C	17%
76	NC(=O)c1nc(CN2CCCC(C(=O)Nc3cccc(-n4cccn4)c3)C2)no1 (configuration not stated)	-20%
77	COc1ccc(C(=O)Nc2cccc(-c3cn4ccsc4n3)c2)c(OC)c1	u
78	Cc1ccc2nc(C)cc(C(=O)NC3CCN(C(=O)c4ccccc4)CC3)c2c1	u
79	CC(C)[C@H](NC(=O)C1CCCCC1)C(=O)O	20%
80	Cc1nonc1CC(=O)N1CCc2onc(-c3ccc(F)c(F)c3)c2C1	-14%
81	CCOc1ccc(NC(=O)NCC2CCOCC2)cc1	11%
82	Cc1cccc(OCc2nc(C#N)c(NCc3cccnc3)o2)c1	1%
83	Cc1ccc2c(=O)cc(C(=O)N3CCC(Cc4ccccc4)CC3)oc2c1C	11%
84	CC(=O)C1=C(O)C(=O)N(c2ccc(Br)cn2)C1c1ccccc1[N+](=O)[O-] (configuration not stated)	u
85	CC1CCC2(CC1)NC(=O)N(CC(=O)c1cn(CCC#N)c3ccccc13)C2=O (configuration not stated)	16%
86	O=C(N/N=C/c1ccsc1)c1ccncc1	-2%
87	COc1ccc(-n2nc(C(=O)Nc3ccc(C)cn3)c3c4ccccc4n(C)c3c2=O)cc1	-5%
88	CCOC(=O)c1ccc(OCC2c3cc(OC)c(OC)cc3CCN2C(=O)c2ccc(S(=O)(=O)N3CCCC3)cc2)cc1 (configuration not stated)	1%
89	CC(C)[C@H](NC(=O)[C@@H](NC(=O)C1CC(=O)N(c2ccc(F)cc2)C1)C(C)C)C(=O)O (some centres not stated)	-4%
90	Cc1c(CNC(C)c2ccccc2)c(C(=O)O)c(C)n1Cc1c(F)cccc1Cl (configuration not stated)	-5%
91	CC1CCC2(CC1)OCC(C(=O)NCc1ccco1)N2C(=O)c1ccccc1F (configuration not stated)	u
92	O=C(NCCn1ccnc1)c1cn(Cc2ccccc2C(F)(F)F)nn1	-11%
93	O=C(CSc1nc(Nc2ccccc2)nc(N2CCOCC2)n1)Nc1ccc(Br)cc1F	-13%
94	CCCN1CCC(N(C)C(=O)Nc2ccc(F)cc2)CC1	4%
95	Cn1nc(-c2nncn2CC2CC2)c2c1CCN(C(=O)c1cn[nH]c1-c1ccccc1)C2	-15%
96	COc1ccc(S(=O)(=O)c2c(Nc3ccc(F)cc3)sc(C(=O)c3ccc4c(c3)OCO4)c2N)cc1	u
97	CC(=O)NCCNS(=O)(=O)c1cccc2cc(C)cnc12	13%
98	Cc1occc1C(=O)NC1CCc2nn(CC3CC3)c(=O)n2CC1 (configuration not stated)	7%
99	COc1ccc2cc(CN(C)Cc3c(C)noc3C)ccc2c1	u
100	Cc1ccc(COc2ccc(/C=N/NC(=O)c3nnn(-c4nonc4N)c3COc3ccc(F)cc3)cc2)cc1	u
101	COc1cccc(CNC(=O)c2ncoc2-c2cccs2)c1	u
102	Cc1cc(SCC(=O)NN2C(=O)NC3(CCCCC3)C2=O)nc2ccccc12	8%
103	CC(=O)Nc1ccc2c(c1)nc1n2[C@@H](CNC2CCN(C)CC2)COC1	-5%[86.2 µM]
104	Clc1ccc(CSc2nnc([C@@H]3CCCN3)o2)c(Cl)c1	14%
105	O=C(NCc1cccc(F)c1)C1CN(Cc2ccccc2)C(=O)N1 (configuration not stated)	16%[86.2 µM]
106	CC(=O)c1ccc(NC(=O)C(C)Sc2ccccc2C(=O)NCC(=O)C(C)(C)C)cc1 (configuration not stated)	11%
107	CC(CC(=O)O)c1c[nH]c2ccccc12 (configuration not stated)	-4%
108	Cc1ccc(-n2c(=O)c3ccc(C(=O)NCc4ccco4)cc3n(CC(=O)Nc3ccc(C)c(F)c3)c2=O)cc1	-12%
109	O=C(CCCc1cccs1)N1CCCC(O)(CN2CCCC2)C1 (configuration not stated)	u
110	Cc1cc(NC(=O)CCn2ccn3nc4c(c3c2=O)CCCC4)ccc1F	-11%
111	Cc1ccc(C(=O)OCc2ccc(C#N)cc2)cc1	14%
112	COc1ccc(-c2nc(SCc3ccc(C#N)cc3)[nH]c(=O)c2C#N)cc1	-47%
113	CCOC(=O)COc1c(Br)cc(/C=C2/NC(=O)NC2=O)cc1Br	9%

Screening data (PubChem)

An excerpt; rates above refer to the full screens.
